High-throughput results (PubChem)
IL1B secr inh: blocks inflammasome-driven IL-1 beta release; activity change, % at 57.5 µM; THP-1 LPS/ATP IL-1B secretion, AlphaLISA, 16 h; active compounds read low; 360,000 compounds, 4.7% hits; in the data active = activity change below about -50%; inconclusive = mostly about -30% to -49%; note: % is set by controls: 0 for no effect and ±100 for the full control effect
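Secreted IL-1B measured by AlphaLISA bead assay after 16 h compound exposure of THP-1 cells; compounds (final up to 57.5 uM) added 1 h before LPS (250 ng/mL) and ATP (1.25 mM) stimulation; lower signal means less secretion.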
Nrf2 block: blocks Nrf2 signaling. 360,000 compounds, 2.1% hits. A549 ARE-Fluc reporter, luciferase luminescence, 18-24 h. Potency, µM (highest dose often 46 µM), for inactives: at the top dose activity change, negative = inhibition, usual class: inhibitors; note: potency is the fitted concentration of half-maximal effect; % is set by controls: 0 for no effect and ±100 for the full control effect; nearly all actives have a fitted effect of over 60% in size
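Reporter: ARE-Fluc in A549. Exposure: 18-24 h, 37 °C, 5% CO2, 5% FBS OPTI-MEM. Readouts: fluorescent cytotoxicity (CellTiter-Fluor), then luminescent Nrf2 signal after BugLite.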
TGFb inhibitor: blocks TGF-b signaling; HepG2 CAGA-GFP TGF-b/SMAD3 reporter, GFP fluorescence, 18 h; TGF-beta stimulated, 500 pg/mL final; Potency, µM (top dose mostly 46.1 µM), for the others: at the top dose activity, negative = inhibition, usual class: inhibitors; 410,000 compounds, 1.2% hits; note: potency is the fitted concentration of half-maximal effect; % is set by controls: 0 for no effect and ±100 for the full control effect; nearly all actives have a fitted effect of over 65% in size
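Cell-based qHTS in HEPG2 carrying a CAGA-GFP Smad reporter; compounds added before 500 pg/mL final TGF-beta, 18 h incubation at 37 degrees C, GFP fluorescence quantified per cell by imaging cytometry.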
Nrf2 ARE act: activates Nrf2 signaling | AREc32 ARE-luciferase reporter (MCF7-derived line), luminescence, 24 h | Potency, µM (series often up to 46.1 µM), for inactives: at the top dose activation, hits mostly activators | 410,000 compounds, 0.31% hits; note: potency is the fitted concentration of half-maximal effect; % of control where 0% means no effect; nearly all actives have a fitted effect of over 65% in size
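Luminescent ARE reporter assay in AREc32_Fluc cells: overnight plating at 37 deg C, 24 hr compound incubation, Steady-Glo added, 30 min RT before reading.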
ATXN2 expr inh: ATXN2 expression inhibition. HEK-293 ATXN2-luciferase reporter, luminescence, 24 h. Potency, µM (doses to about 57 µM), for inactives: top-dose activity change, negative = inhibition, most hits filed as inhibitors. 360,000 compounds, 0.72% hits; note: potency is the fitted concentration of half-maximal effect; % is set by controls: 0 for no effect and ±100 for the full control effect; nearly all actives have a fitted effect of over 55% in size
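ATXN2-luciferase reporter cells (luciferase flanked by upstream and downstream ATXN2 gene portions) were treated 24 h at 37 °C with compounds at up to 57 uM. SteadyGlo luminescence gave expression; GF-AFC fluorescence gave viability.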
A549 tox: A549 cytotoxicity, counter-screen for Nrf2 inhibitors; A549 ARE-Fluc cells, CellTiter-Fluor viability, 18-24 h; Potency, µM (titrated, usually from 46 µM), for the others: top-dose activity change, negative = cytotoxicity, usual class: inhibitors; 390,000 compounds, 0.16% hits; note: potency is the fitted concentration of half-maximal effect; % is set by controls: 0 for no effect and ±100 for the full control effect
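Cytotoxicity counterscreen: CellTiter-Fluor fluorescence was measured in A549 ARE_Fluc cells after 18-24 h of compound exposure in a concentration series. The subsequent BugLite luminescent read reports ARE-luciferase activity.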
HepG2 viability: HepG2 cytotoxicity, counter-screen for TGF-b inhibitors; Potency, µM (doses to about 46.1 µM), for the others: at the highest dose activity change, negative = cytotoxicity, most hits filed as cytotoxic; 410,000 compounds, 0.76% hits; HepG2 CAGA-GFP viability, ATP luminescence, 18 h; AID 588856; note: potency is the fitted concentration of half-maximal effect; some results filed as inactive show a strong effect at the top dose
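CellTiter-Glo luminescence gave cytotoxicity after 18 hours at 37 degrees C. The cells were HepG2 CAGA-GFP in 1% FBS DMEM, stimulated with 500 pg/mL TGF-beta after compound addition. %Activity was normalised to no-cell wells (complete cell-killing) and DMSO (no toxicity), and curves were fitted and classified.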
MCF10A rerep: inducers of DNA re-replication in MCF 10A breast cells; Potency, µM (top dose mostly 46.1 µM), for the others: at the top dose activity, positive = re-replication, usual class: activators; 350,000 compounds, 2.9% hits; AID 624296; MCF 10A DNA re-replication, Hoechst nuclear intensity, 48 h; note: potency is the fitted concentration of half-maximal effect; % of control where 0% means no effect; nearly all actives have a fitted effect of over 50% in size
S2 tox: reduces viability in counter-screen for ATXN expression inhibitors. S2 cells (HEK-293 line with an ATXN2-luciferase reporter) viability, CellTiter-Fluor protease fluorescence, 24 h. 400,000 compounds, 0.49% hits. Potency, µM (highest dose often 56.7 µM), most hits filed as cytotoxic; note: potency is the fitted concentration of half-maximal effect; nearly all actives have a fitted effect of over 40% in size
* hit, by the source's call; i = inactive; u = inconclusive; x = not tested or not shown; [ ] = remark or other dose. Unless noted, calls come from the whole dose curve; as a rule, active = well fitted curve in the direction sought with a large enough effect; inconclusive = small, poorly fitted or top-dose-only effect, or another doubt; inactive = no such curve, though single readings can be large; an effect the other way counts as inactive or inconclusive.

Short forms – A = IL1B secr inh; B = Nrf2 block; C = TGFb inhibitor; D = Nrf2 ARE act; E = ATXN2 expr inh; F = A549 tox; G = HepG2 viability; H = MCF10A rerep; I = S2 tox
> COc1ccc(C(c2c(NC(=O)c3ccccc3)sc(C)c2C)N2CCN(CCO)CC2)cc1 (stereo unspecified)
  A: 4; B: -2%; C: 0%; D: 0.5%; E: 23%; F: -2%; G: -11%; H: -3%; I: i

> CCCCN(CC)CCCNC(=O)c1sc2nc(C)cc(C)c2c1-n1cccc1
  A: x; B: u; C: -1%; D: 3.2%; E: x; F: 6%; G: 4%; H: x; I: x

> NC(CO)(CO)COCc1ccccc1
  A: 10; B: -6%; C: 0%; D: -0.3%; E: 7%; F: 0%; G: -8%; H: 8%; I: i

> Cc1ccc(-n2ncc3c(N4CCN(Cc5ccccc5)CC4)ncnc32)cc1C
  A: x; B: x; C: -25%; D: 0.3%; E: -10%; F: -3%; G: -28%; H: x; I: u

> O=C(CSc1ccc(-c2cccnc2)nn1)N1CCCCC1
  A: -1; B: 1%; C: -11%; D: 0.1%; E: 7%; F: 3%; G: -1%; H: 3%; I: i

> CCCC1(CCC)NC(=O)N(CC(=O)Nc2ccc3c(c2)OCCO3)C1=O
  A: -10; B: -1%; C: 13%; D: -0.5%; E: -7%; F: 2%; G: 3%; H: 3%; I: i

> CCOC(=O)C1=C(C)N=c2s/c(=C\c3ccc(OCC(=O)O)cc3)c(=O)n2C1c1ccc(Cl)cc1 (stereo unspecified)
  A: -8; B: -29%; C: 10%; D: 2.5%; E: -1%; F: u; G: -15%; H: 18µM*; I: i

> COc1ccc(Cl)cc1-c1cc(C(=O)Nc2ccccc2)[nH]n1
  A: -22; B: x; C: 3%; D: 17%; E: 13%; F: x; G: -38%; H: x; I: u

> CC1=C(C(=O)OCc2ccccc2)C(c2ccsc2)NC(=O)N1C (stereo unspecified)
  A: -13; B: -14%; C: -13%; D: 0.4%; E: -28%; F: 6%; G: -11%; H: u; I: i

> Cc1cc([N+](=O)[O-])nn1CC(=O)NCc1ccc(Cl)cc1
  A: 20; B: 1%; C: 5%; D: -0.8%; E: 3%; F: -3%; G: 0%; H: 3%; I: i

> CCN(CC)S(=O)(=O)c1cc([N+](=O)[O-])ccc1N1CCC(C(N)=O)CC1
  A: 10; B: -14%; C: -5%; D: -0.4%; E: -17%; F: -15%; G: 2%; H: 0%; I: i

> CN(Cc1ccccc1)C(=O)C(C(=O)c1ccc(F)cc1)n1cc(Cl)ccc1=O (stereo unspecified)
  A: 19; B: 6%; C: -14%; D: 0.5%; E: 18%; F: -7%; G: 5%; H: -1%; I: i

> Cn1c(=O)n(Cc2ccccc2)c(=O)c2c1nc1n2CCCN1C1CCCCC1
  A: 25; B: -5%; C: -2%; D: -0.3%; E: 1%; F: 5%; G: -17%; H: -1%; I: i

> Clc1ccc(Nc2ncnc3c2cnn3-c2ccccc2)cc1
  A: -53*; B: 0%; C: u; D: -0.8%; E: -13%; F: -4%; G: -39%; H: -1%; I: u

> O=C(O)C1Cc2ccccc2CN1C(=O)COc1ccc(Br)cc1 (stereo unspecified)
  A: 1; B: 16%; C: 6%; D: -0.5%; E: x; F: -2%; G: 22%; H: 1%; I: i

> COc1ccc(NC(=O)COC(=O)CCc2ccc(S(=O)(=O)N3CCOCC3)cc2)cc1Cl
  A: -10; B: 9%; C: 17%; D: -0.1%; E: -24%; F: 3%; G: -6%; H: 0%; I: i

> COc1ccc(CNC(=S)N/N=C(/C)c2ccccc2)cc1
  A: -11; B: u; C: -18%; D: 4.9%; E: 80%[activator]; F: -12%; G: -19%; H: 7%; I: i

> Cc1c(C(=O)c2ccc(F)cc2F)c2ccccn2c1CCc1ccccn1
  A: -15; B: x; C: -25%; D: 3.2%; E: x; F: x; G: -25%; H: x; I: i

> CS(=O)(=O)c1ccc2nc(NC(=O)C3CC3)sc2c1
  A: 77; B: 6%; C: u; D: 1.5%; E: x; F: 0%; G: -47%; H: 1%; I: i

> CCC(C)NC(=O)CS(=O)(=O)Cc1nc(-c2cccc(OC)c2)oc1C (stereo unspecified)
  A: -9; B: 4%; C: -3%; D: -0.5%; E: -5%; F: 3%; G: -4%; H: 4%; I: i

> O=[N+]([O-])c1cccc(CSc2ncnc3ccccc23)c1
  A: -61*; B: -12%; C: -19%; D: 30%; E: x; F: 6%; G: -55%; H: 6%; I: i

> COC(=O)c1ccc(-c2nc3ccccc3[nH]2)cc1
  A: -3; B: u; C: -11%; D: 3.2%[9.22 µM]; E: 25%; F: -2%; G: -35%; H: -3%; I: i

> O=C(NC(=S)NCc1ccccc1)c1ccccc1
  A: -12; B: 15%; C: u; D: 1.8%; E: 30%; F: -3%; G: -16%; H: 3%; I: i

> COC(=O)c1n[nH]n(-c2cc(Cl)cc(Cl)c2)c1=O
  A: 15; B: 2%; C: 8%; D: -1.0%; E: -14%; F: -10%; G: 7%; H: 10%; I: i

> COCCn1c(-c2ccc(-c3ccc([N+](=O)[O-])cc3Br)o2)nc2c1c(=O)[nH]c(=O)n2CC(C)C
  A: 4; B: u; C: 13%; D: 1.8%; E: -13%; F: -16%; G: -11%; H: 18µM*; I: x

3 entries picked at random from those above:
Short forms – A = IL1B secr inh; B = Nrf2 block; C = TGFb inhibitor; D = Nrf2 ARE act; E = ATXN2 expr inh; F = A549 tox; G = HepG2 viability; H = MCF10A rerep; I = S2 tox
> CS(=O)(=O)c1ccc2nc(NC(=O)C3CC3)sc2c1
  A: 77; B: 6%; C: u; D: 1.5%; E: x; F: 0%; G: -47%; H: 1%; I: i

> COC(=O)c1ccc(-c2nc3ccccc3[nH]2)cc1
  A: -3; B: u; C: -11%; D: 3.2%[9.22 µM]; E: 25%; F: -2%; G: -35%; H: -3%; I: i

> Clc1ccc(Nc2ncnc3c2cnn3-c2ccccc2)cc1
  A: -53*; B: 0%; C: u; D: -0.8%; E: -13%; F: -4%; G: -39%; H: -1%; I: u

More structures follow.
Short forms – A = IL1B secr inh; B = Nrf2 block; C = TGFb inhibitor; D = Nrf2 ARE act; E = ATXN2 expr inh; F = A549 tox; G = HepG2 viability; H = MCF10A rerep; I = S2 tox
> CC(C)n1nnnc1C1c2ccccc2C(=O)N1Cc1ccc(F)cc1 (stereo unspecified)
  A: 2; B: x; C: x; D: 0.2%; E: 13%; F: x; G: x; H: x; I: i

> O=C(COC(=O)c1cccnc1)Nc1cccc(Cl)c1
  A: -8; B: 4%; C: -17%; D: -0.3%; E: -4%; F: 7%; G: 3%; H: -1%; I: i

> Cc1ccc(C2=CSC3=NCCN23)cc1
  A: -30; B: 5%; C: -2%; D: 0.3%; E: 2%; F: -1%; G: -66%; H: 7.3µM*; I: i

> CCOc1ccc(C(=O)Nc2ccc(S(=O)(=O)N3CCCCC3c3cccnc3)cc2)cc1 (stereo unspecified)
  A: x; B: x; C: u; D: -0.3%; E: 18µM*; F: -29%; G: -40%; H: x; I: u

> COc1ccc(-c2nc3ccc(NS(C)(=O)=O)cc3o2)cc1
  A: x; B: u; C: 32%[activator]; D: 0.7%; E: 17%; F: -10%; G: 3%; H: x; I: i

> CCC(C)C(NC(=O)OCc1ccccc1)C(=O)NCC(c1ccccc1)N(C)C (stereo unspecified)
  A: -6; B: -1%; C: -15%; D: 0.2%; E: 8%; F: 0%; G: 2%; H: 1%; I: i

> O=C(CCCNS(=O)(=O)c1cccc2nsnc12)NCCN1CCN(c2ccccc2F)CC1
  A: 10; B: -8%; C: -8%; D: 2.8%; E: x; F: 14%; G: 3%; H: -1%; I: i

> CCOC(=O)C1CCN(C(=S)Nc2cc(C)ccc2C)CC1
  A: 8; B: 7%; C: -3%; D: -0.6%; E: -21%; F: 0%; G: -1%; H: -8%; I: i

> Cc1ccc2c(Cl)c(Cc3ccccc3)c(=S)[nH]c2n1
  A: -6; B: 3%; C: 0%; D: 27%; E: -12%; F: u; G: -24%; H: -3%; I: i

> C=CCNC(=O)c1cc2c(=O)n3ccccc3nc2s1
  A: -7; B: -10%; C: -5%; D: 1.9%; E: -16%; F: 14%; G: -39%; H: -3%; I: x

> Cn1c(SCC(=O)NCc2cccs2)nnc1-c1ccc(S(=O)(=O)N2CCCC2)cc1
  A: 0; B: x; C: 24%; D: -0.1%; E: 6%; F: 2%; G: -31%; H: -12%; I: i

> CCN(CC)CCNC(=O)CCCNC(=O)Cn1cnc2sc(C)c(C)c2c1=O
  A: 5; B: 4%; C: 11%; D: 0.5%; E: -3%; F: 1%; G: 7%; H: u; I: i

> CC1CC(C)CN(C(=O)COC(=O)c2cc3ccccc3oc2=O)C1 (stereo unspecified)
  A: 0; B: -28%; C: -1%; D: 1.9%; E: 29%; F: -2%; G: -4%; H: -12%; I: i

> COc1ccc(NC(=O)Cn2c(=O)n(Cc3nc(-c4ccccc4)no3)c(=O)c3cc4c(cc32)OCO4)cc1Cl
  A: x; B: 18%; C: 23%; D: 0.3%; E: 6%; F: 6%; G: 5%; H: x; I: i

> CCC(C)NC(=O)c1ccc(NS(=O)(=O)c2ccc3[nH]c(=O)[nH]c3c2)cc1 (stereo unspecified)
  A: -1; B: 6%; C: -14%; D: 0.4%; E: -6%; F: 0%; G: 2%; H: u; I: i

> C=CCOc1ccccc1CN1CCC(C(=O)Nc2cccc(-c3ccn[nH]3)c2)CC1
  A: u; B: 0%; C: -9%; D: 3.8%; E: u; F: 0%; G: -9%; H: 1%; I: i

> Cc1ccc(-c2cc(C(F)(F)F)n3nc(C(=O)Nc4sc5c(c4C#N)CCC(C)C5)cc3n2)cc1 (stereo unspecified)
  A: x; B: 1%; C: -15%; D: -0.8%; E: 4%; F: 12%; G: 6%; H: x; I: i

> O=C(CCC(=O)c1ccccc1)NCc1cccc(C(F)(F)F)c1
  A: -1; B: 4%; C: -3%; D: -0.2%; E: -4%; F: 10%; G: -10%; H: 2%; I: i

> CC1CCN(c2nc(-c3ccccc3)cc(C(F)(F)F)n2)CC1
  A: 19; B: 2%; C: 0%; D: 0.3%; E: -1%; F: -1%; G: 5%; H: u; I: i
